Screening data deposited in PubChem by Sanford-Burnham Center for Chemical Genomics.
mIAP act = mouse IAP activation; muIAP, CDP-Star luminescence, 30 min; stronger effect = higher value; 1 = vehicle-only enzyme signal, 0 = enzyme-free wells; activation factor at 10 µM; 330,000 tested, 0.24% active; AID 2805;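 active = activation factor of at least 2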; note: the source names both 10 and 20 µM as test concentration; values of inactives mirror those of a sister screen read the other way
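Assay system: mouse IAP enzyme; reagent: chemiluminescent substrate CDP-Star; dosing: test compounds delivered from DMSO solution; schedule: 30 min at room temperature; measured by: luminescence from enzymatic CDP-Star hydrolysis; controls: DMSO-only wells and no-enzyme negative control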
MPTP inh = blocks calcium-induced mitochondrial swelling; isolated mouse mitochondria, Ca2+ swelling absorbance, 30 min; inhibition, % at 10 µM; 360,000 tested, 1.4% active;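 active = inhibition of 50% or more, scaled per plate between neutral and stimulator controls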;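 note: 0% = DMSO wells given calcium and 100% = 1 mM EGTA wells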
MIN6 prolif = induces beta-cell replication in MIN6 cells. 330,000 tested, 0.29% active. proliferation, % at 10 µM. MIN6 cells proliferation, ATPlite luminescence, 48 h; cells starved in 0.2% serum; 100% = growth in 10% serum;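 active = compounds whose signal lies at least 3.5 SD above the mean of all wells on their plate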;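 note: 0% = DMSO-treated cells in low-serum medium and 100% = 10% serum control; some compounds called inactive have numbers as strong as hits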
A3A deaminase = inhibitors of human APOBEC3A DNA deaminase. recombinant A3A, FAM/TAMRA ssDNA deamination fluorescence. inhibition, % at 20 µM. 330,000 tested, 0.41% active;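 active = at least 40% inhibition at 20 µM here, with at most 30% in a related deaminase screen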;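 note: plate controls were A3A with DMSO for no effect and wells lacking A3A enzyme for full effect; some results filed as inactive read as strong as hits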
Target sequence (P31941 whole entry, looked up): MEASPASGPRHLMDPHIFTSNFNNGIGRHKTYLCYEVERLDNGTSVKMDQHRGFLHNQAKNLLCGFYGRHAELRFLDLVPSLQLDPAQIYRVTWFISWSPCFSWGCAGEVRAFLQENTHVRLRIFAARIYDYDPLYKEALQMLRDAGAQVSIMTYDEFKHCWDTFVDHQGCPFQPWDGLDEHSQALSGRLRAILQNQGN
mIAP inh = blocks mouse intestinal alkaline phosphatase. 330,000 tested, 0.2% active. purified mouse IAP, CDP-Star luminescence, 30 min. inhibition, % at 10 µM. AID 2806;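 active = inhibition of at least 40% at 10 µM in the primary screen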;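 note: plate controls were DMSO with enzyme for no effect and no enzyme wells for full effect; values of inactives mirror those of a sister screen read the other way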
hIAP block = human IAP inhibition | inhibition, % at 10 µM | P09923 | purified IAP, CDP-Star luminescence, 30 min | 330,000 tested, 0.12% active;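 active = inhibition reaching a set limit with compound at 10 µM in the primary screen, cut at about 35% in these data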;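 note: plate controls were DMSO wells with enzyme for no effect and no-enzyme buffer wells for full effect; values of inactives mirror those of a sister screen read the other way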
Target sequence (P09923 whole entry, looked up): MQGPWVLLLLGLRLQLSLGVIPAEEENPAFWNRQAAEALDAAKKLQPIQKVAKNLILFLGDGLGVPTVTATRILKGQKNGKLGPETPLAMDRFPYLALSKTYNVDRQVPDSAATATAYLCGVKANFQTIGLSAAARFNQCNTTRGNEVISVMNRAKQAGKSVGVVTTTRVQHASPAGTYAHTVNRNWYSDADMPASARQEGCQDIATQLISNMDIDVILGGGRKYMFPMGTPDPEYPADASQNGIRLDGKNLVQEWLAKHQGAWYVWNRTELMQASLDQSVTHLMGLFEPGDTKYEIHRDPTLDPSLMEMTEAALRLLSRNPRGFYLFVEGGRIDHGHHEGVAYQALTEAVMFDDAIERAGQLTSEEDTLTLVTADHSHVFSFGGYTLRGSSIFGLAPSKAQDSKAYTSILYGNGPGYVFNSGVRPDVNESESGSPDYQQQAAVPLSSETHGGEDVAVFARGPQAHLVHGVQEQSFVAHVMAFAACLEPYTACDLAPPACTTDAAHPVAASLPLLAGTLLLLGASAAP
A3G deaminase = APOBEC3G (human) deaminase inhibition | Q9HC16 | AID 493012 | 330,000 tested, 0.28% active | recombinant A3G, ssDNA deamination FAM/TAMRA fluorescence | inhibition, % at 20 µM;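 active = inhibition of at least 40% at 20 µM, with no more than 30% in the related APOBEC3A deaminase screen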;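 note: plate controls were DMSO wells with A3G for no effect and wells lacking A3G enzyme for full effect; some compounds called inactive have numbers as strong as hits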
ATG4B inhibitor = inhibitors of human ATG4B cysteine protease | Q9Y4P1 | ATG4B cleavage of LC3-PLA2, NBD-HPC fluorescence, 1 h | inhibition, % at 8.33 µM | 340,000 tested, 0.51% active; in the data active = inhibition above about 40%
hIAP activ = human IAP activation; 330,000 tested, 0.16% active; purified human IAP, CDP-Star luminescence, 30 min; stronger effect = higher value; 1 = vehicle-only enzyme, 0 = enzyme-free background; activation factor at 10 µM; P09923;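 active = activation factor of the enzyme at least 2-fold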; note: the source names both 10 and 20 µM as test concentration; values of inactives mirror those of a sister screen read the other way
Active calls of the source: *.

SMILES	mIAP act	MPTP inh	MIN6 prolif	A3A deaminase	mIAP inh	hIAP block	A3G deaminase	ATG4B inhibitor	hIAP activ
O=C(NNC(=O)C1CCC1)c1ccc(Br)cc1	0.94	-1.9	-2	1	6	3	-2	7	0.97
O=C(CSc1nnc2n(C3CCCCC3)c(=O)c3ccccc3n12)OC1CCCCC1	0.9	-1.3	0	2	10	14	-1	-8	0.86
COc1cc2[nH]c(=S)n(Cc3ccccc3)c(=O)c2cc1OC	0.93	0.8	-1	0	7	11	-4	1	0.89
Cc1ccccc1-c1nnn(Cc2ccc(-c3nn[nH]n3)cc2)n1	1	-5.1	-1	-2	-5	-9	-3	-2	1.1
COc1ccccc1NC(=S)N(CCN1CCOCC1)Cc1ccccc1F	0.96	0.6	-2	-1	4	0	1	4	1
Cc1cc(Br)ccc1NC(=O)CN(C)C(=O)CNC(=O)Cc1ccccc1	1	2.2	2	0	-4	2	-8	-3	0.98
Cc1ccc2[nH]c3c(c2c1)CN(C(C)C)CC3	0.96	1.7	-4	2	4	-11	-3	13	1.1
Cc1ccc(C)c(N2CCN(C(=O)C3CCN(S(=O)(=O)c4cccc5nsnc45)CC3)CC2)c1	0.86	2.2	-3	-1	14	3	-1	-12	0.97
NS(=O)(=O)c1ccc(CNC(=O)CSc2nc3ccc(Cl)cc3[nH]2)cc1	0.96	-0.1	1	2	4	4	-3	-8	0.96
CC(C)(C)OC(=O)C[C@H]1C/C=C\C[C@H](CC(=O)NCCO)C(=O)NCCOC1=O	1	-0.1	1	-1	-3	10	-6	-7	0.9
CCCn1c(O)c(N=N)c2ccccc21	0.89	0.6	0	-1	11	14	-5	-23	0.86
COC(=O)[C@H](CCSC)NC(=O)Nc1ccc(C(C)=O)cc1	0.94	-2.9	-1	3	6	22	-3	3	0.78
CCOC(=O)c1ccc(NC(=S)N(CCCN2CCCCC2)Cc2ccco2)cc1	0.9	0.8	-2	-2	10	-7	-8	-7	1.1
CCc1nc(NC2CCCCC2)c(C#N)c2c1COC(C)(C)C2	0.99	6.8	-3	-1	1	5	-8	-3	0.95
OCCCCNCc1cc(Br)ccc1OCc1ccccc1F	0.95	-2.5	-2	5	5	-8	-3	4	1.1

Laid out differently: 14 of the compounds above.
mol | mIAP act | MPTP inh | MIN6 prolif | A3A deaminase | mIAP inh | hIAP block | A3G deaminase | ATG4B inhibitor | hIAP activ
O=C(NNC(=O)C1CCC1)c1ccc(Br)cc1 | 0.94 | -1.9 | -2 | 1 | 6 | 3 | -2 | 7 | 0.97
O=C(CSc1nnc2n(C3CCCCC3)c(=O)c3ccccc3n12)OC1CCCCC1 | 0.9 | -1.3 | 0 | 2 | 10 | 14 | -1 | -8 | 0.86
COc1cc2[nH]c(=S)n(Cc3ccccc3)c(=O)c2cc1OC | 0.93 | 0.8 | -1 | 0 | 7 | 11 | -4 | 1 | 0.89
Cc1ccccc1-c1nnn(Cc2ccc(-c3nn[nH]n3)cc2)n1 | 1 | -5.1 | -1 | -2 | -5 | -9 | -3 | -2 | 1.1
COc1ccccc1NC(=S)N(CCN1CCOCC1)Cc1ccccc1F | 0.96 | 0.6 | -2 | -1 | 4 | 0 | 1 | 4 | 1
Cc1cc(Br)ccc1NC(=O)CN(C)C(=O)CNC(=O)Cc1ccccc1 | 1 | 2.2 | 2 | 0 | -4 | 2 | -8 | -3 | 0.98
Cc1ccc2[nH]c3c(c2c1)CN(C(C)C)CC3 | 0.96 | 1.7 | -4 | 2 | 4 | -11 | -3 | 13 | 1.1
Cc1ccc(C)c(N2CCN(C(=O)C3CCN(S(=O)(=O)c4cccc5nsnc45)CC3)CC2)c1 | 0.86 | 2.2 | -3 | -1 | 14 | 3 | -1 | -12 | 0.97
NS(=O)(=O)c1ccc(CNC(=O)CSc2nc3ccc(Cl)cc3[nH]2)cc1 | 0.96 | -0.1 | 1 | 2 | 4 | 4 | -3 | -8 | 0.96
CC(C)(C)OC(=O)C[C@H]1C/C=C\C[C@H](CC(=O)NCCO)C(=O)NCCOC1=O | 1 | -0.1 | 1 | -1 | -3 | 10 | -6 | -7 | 0.9
CCCn1c(O)c(N=N)c2ccccc21 | 0.89 | 0.6 | 0 | -1 | 11 | 14 | -5 | -23 | 0.86
COC(=O)[C@H](CCSC)NC(=O)Nc1ccc(C(C)=O)cc1 | 0.94 | -2.9 | -1 | 3 | 6 | 22 | -3 | 3 | 0.78
CCOC(=O)c1ccc(NC(=S)N(CCCN2CCCCC2)Cc2ccco2)cc1 | 0.9 | 0.8 | -2 | -2 | 10 | -7 | -8 | -7 | 1.1
CCc1nc(NC2CCCCC2)c(C#N)c2c1COC(C)(C)C2 | 0.99 | 6.8 | -3 | -1 | 1 | 5 | -8 | -3 | 0.95

Further structures:
SMILES	mIAP act	MPTP inh	MIN6 prolif	A3A deaminase	mIAP inh	hIAP block	A3G deaminase	ATG4B inhibitor	hIAP activ
Cc1cccc(N2CCN(C(=O)c3ccc(N4CCCC4=O)cc3)CC2)c1C	1.2	0.0	-2	-2	-18	-9	-6	-9	1.1
Cc1c(C)n(Cc2ccc(F)cc2)c2ccc(C(=O)NCCCN3CCOCC3)cc12	1	0.1	-7	0	-1	-58	-2	-6	1.6
CC(Oc1ccc2c3c(c(=O)oc2c1)CCC3)C(=O)NCc1ccccn1 (configuration not stated)	0.93	-1.8	-1	-1	7	0	6	-8	1
Oc1ccc2cccnc2c1	1.1	-3.2	-1	-5	-14	-20	4	-3	1.2
O=[N+]([O-])c1ccccc1S(=O)(=O)N1CCN(C2CCN(Cc3ccccc3)CC2)CC1	0.89	-0.2	-1	-4	11	-5	-4	-7	1.1
O=C(Nc1nnc(SCc2ccccc2F)s1)c1ccco1	1	3.6	-2	-4	0	-19	-7	-1	1.2
CC(C)(C)c1ccc(/C=N/OCC(=O)NCc2ccccc2)cc1	0.97	30	-4	3	3	-6	-2	24	1.1
CCc1cc2c3c(c1)/C(=C1/SC(N)=NC1=O)C(=O)N3C(C)(C)C=C2C	0.98	12	-3	-4	2	-33	-7	1	1.3
COc1cccc(NC(=S)NNC(=O)Cn2nc(C(F)(F)F)cc2C)c1	0.96	1.6	-4	2	4	-64	2	-10	1.6
Cc1cccc(-n2ncc(C#N)c2-n2cccc2)c1	1.1	1.1	1	3	-6	13	2	20	0.87
COc1ccc2oc(C(=O)Nc3ccccn3)c(C)c2c1	0.99	1.0	-6	2	1	-33	-3	-2	1.3
OC(CNCCCN1CCCCC1)COc1ccccc1 (configuration not stated)	0.96	-1.0	-1	0	4	9	-7	4	0.91
O=C1CN(C(=O)c2ccco2)C(c2ccc(F)cc2)c2cc(Cl)ccc2N1 (configuration not stated)	0.92	-0.9	-2	-3	8	9	0	-10	0.91
O=C(Nc1cccc(F)c1)c1ccccc1-c1ccccc1	1.1	1.0	0	0	-7	11	-3	6	0.89
COc1ccc(C2C3=C(CC(C)(C)CC3=O)Nc3n[nH]c(C)c32)cc1 (configuration not stated)	0.94	-1.2	5	-2	6	-25	-3	-4	1.3
CC1=NN(c2cccc(C(=O)O)c2)C(=O)/C1=C\C=C\c1ccco1	0.74	1.3	-1	100	26	12	92	21	0.88
O=C(Nc1ccccc1)C1C2CCCCC21 (configuration not stated)	1.1	-0.7	3	-4	-6	-16	-5	3	1.2
C=CC[C@@H](CC(=O)N(CCO)Cc1ccccc1)C(=O)N[C@@H](COC(=O)[C@H](CC=C)CC(=O)OC(C)(C)C)Cc1c[nH]c2ccccc12	1	-0.5	-6	3	-4	-15	-1	10	1.1
COc1ccc2c(c1)c(CC(=O)Nc1ccc(C(C)=O)cc1)c(C)n2C(=O)c1ccc(Cl)cc1	0.85	38	-2	-2	15	13	-4	-12	0.87
CCCN1Cc2cccc(C(=O)NC3CCCC3)c2C1=O	0.98	-1.3	1	-3	2	13	-3	-9	0.87
CCOC(=O)Cn1c(N2CCCCCC2)nc2c1c(=O)[nH]c(=O)n2C	1.1	0.6	3	-6	-6	-1	-1	3	1
Cc1c(CCC(=O)NCCCn2ccnc2)c(=O)oc2cc3occ(C(C)(C)C)c3cc12	0.97	2.6	0	-6	3	-15	-8	-13	1.1
O=C(CN1C(=O)CCS(=O)(=O)c2ccccc21)NCc1ccc2c(c1)OCO2	0.93	-1.7	-2	4	7	-15	-4	-3	1.2
COc1ccc(C(=O)Nc2cccc3nc(C)ccc23)cc1OC	1.1	-1.1	-2	-5	-8	-16	-10	4	1.2
COc1ccc2nnc(-c3ccc(C(F)(F)F)cc3)n2n1	0.94	3.3	-3	2	6	9	1	-4	0.91
C/C(=N\O)C(=O)NCC1CCNCC1	0.98	1.2	-2	-4	2	10	-7	4	0.9
Cc1ccc(CN(C(=O)Cn2nnc3ccccc32)C(C(=O)NCc2ccco2)c2ccc(C)o2)cc1 (configuration not stated)	1.3	2.3	0	2	-30	-31	-3	-1	1.3
CC(=O)Nc1ccc(OCC(O)Cn2nc(C)c(C(C)=O)c2C)cc1 (configuration not stated)	0.95	0.1	-3	-2	5	2	-2	-4	0.98
CN(c1ccc(OCC(=O)NCCc2ccccc2)cc1)S(=O)(=O)c1ccc(Cl)cc1	1.1	-0.7	-4	2	-6	0	10	11	0.99
Cc1ccc(C(=O)NCC(c2ccco2)N2CCc3ccccc3C2)cc1C (configuration not stated)	1	-2.1	-3	-4	-4	16	-7	8	0.84
Cc1ccc(CN2CC(C(=O)OCc3ccccc3Cl)CC2=O)cc1 (configuration not stated)	0.98	-3.3	-4	-1	2	14	-3	-2	0.86
COc1ccc(CN(C)C(=O)c2sccc2-c2ccccc2)c(OC)c1	1	1.3	-1	0	-2	-25	-3	-7	1.2
O=C(CNC(=O)c1ccc2c(c1)OCO2)NCCOc1ccc(Cl)cc1	1.1	-1.3	2	0	-7	5	-5	-9	0.95
CCN(CC(=O)Nc1c(F)cccc1F)C(=O)CNC(=O)C1CCCCC1	1	-0.5	0	-1	0	-5	-1	6	1
CCOC(=O)c1[nH]c2ccccc2c1NC(=O)CN(C)C	1.1	-2.0	-1	0	-6	-19	-1	-9	1.2
CNC(=O)c1[nH]cnc1C(=O)Nc1ccccc1C	1	-2.5	5	-8	0	-37	8	-6	1.4
COC(=O)c1cc(NC(=O)c2cccnc2)cc(C(=O)OC)c1	0.97	0.4	-2	-3	3	8	-4	2	0.92
Cc1ccc(CONC(=O)/N=C/N(C)C)cc1	0.96	0.2	2	1	4	11	1	10	0.89
CCCS(=O)(=O)N1CCCC(C(=O)NC2CCCCC2)C1 (configuration not stated)	1.1	0.7	-5	7	-15	-21	3	-13	1.2
O=C(COC(=O)CCc1c[nH]c2ccccc12)Nc1ccccc1C(F)(F)F	1.1	3.0	0	5	-10	16	0	7	0.84
CC(C)c1ccc(C(=O)Nc2ccc(CN3CCOCC3)cc2)cc1	1.1	-0.2	-4	2	-7	6	2	0	0.94
COc1ccccc1C(=O)NN=C1CCN(Cc2ccccc2)CC1	1	0.5	0	-2	-1	8	-3	1	0.92
